PTAP TSG101 blk: blocks PTAP/TSG101 interaction to inhibit HIV-1 budding | Q99816 | 340,000 tested, under 10 active | Fluorescence polarization, FITC-PTAP peptide / Tsg101 binding | Potency, µM (highest dose often 115 µM), for inactives: at the top dose activity change, negative = inhibition, most hits filed as inhibitors; active means well fitted inhibition curve with a large enough effect in the main read-out, with a control signal flat, not every such curve was filed as active; inconclusive means small, poorly fitted or top-dose-only effect, or effect the other way, or a change in a side signal; inactive means no such curve, though single readings can be large or run the other way; further: potency means the concentration at half of the fitted maximal effect; % of control where 0% means no effect
Target sequence (Q99816 whole entry, looked up): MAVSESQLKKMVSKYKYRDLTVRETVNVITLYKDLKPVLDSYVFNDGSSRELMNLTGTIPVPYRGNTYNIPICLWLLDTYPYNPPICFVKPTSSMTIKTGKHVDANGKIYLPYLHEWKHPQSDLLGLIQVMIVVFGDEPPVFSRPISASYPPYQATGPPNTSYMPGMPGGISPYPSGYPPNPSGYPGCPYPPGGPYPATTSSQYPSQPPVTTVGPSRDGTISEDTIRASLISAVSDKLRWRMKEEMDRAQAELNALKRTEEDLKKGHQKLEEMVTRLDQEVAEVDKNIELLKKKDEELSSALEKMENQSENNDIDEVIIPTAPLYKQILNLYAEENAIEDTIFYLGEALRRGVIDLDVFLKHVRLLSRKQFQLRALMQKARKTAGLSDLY
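Fluorescence polarization binding of Tsg101 binding domain (10 uM final) to FITC-labeled PTAP peptide (50 nM final) in HEPES pH 7.5 buffer with NaCl, Tween 20, EDTA, TCEP. Compounds added before peptide; binding 20 min at RT.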
TRPV1 agonist: activates the human vanilloid receptor TRPV1 | activation, % at 8.33 µM | TRPV1-expressing cells, Fluo-8 calcium influx, agonist mode | 320,000 compounds, 0.19% hits | Q8NER1 | AID 540275; in the data active means activation above about 80%; inconclusive means between about 30% and that limit; further: 0% is about no effect
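TRPV1-expressing cells were cultured overnight at 35.5C and loaded with Fluo-8 calcium dye for 40 to 90 min at room temperature. After a 10 s baseline, compound was added and calcium influx was read kinetically for 3 min (ex 480/em 520 nm).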
CXXC DNA block: MLL CXXC-DNA interaction inhibition | Q03164 | MLL-CXXC / FITC-HOXA9 DNA fluorescence polarization | Potency, µM (doses to about 115 µM), for the others: top-dose activity change, negative = inhibition, usual class: inhibitors | 290,000 compounds, 0.037% hits | AID 2662; active means well fitted inhibition curve with a large enough effect in the polarisation, with a control signal flat, not every such curve was filed as active; inconclusive means small, poorly fitted or top-dose-only effect, or effect the other way, or a change in a side signal; inactive means no such curve, though single readings can be large or run the other way; the % refers to the polarisation; further: potency means the concentration at half of the fitted maximal effect
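Fluorescence polarization: 7 uM MLL-CXXC (stock) preincubated 5 min with compounds, then 50 nM fluorescein-HOX-A9 DNA (stock) added; 30 min ambient. Buffer 50 mM Tris-HCl pH 7.5, 50 mM NaCl, 1 mM DTT, 0.05% BSA.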
B2AR arrestin: beta2AR (human) beta-arrestin recruitment activity | P07550 | beta-arrestin recruitment to beta2AR, cell-based reporter | Potency, µM (doses to about 46.1 µM), inactives show at the highest dose activation, most hits filed as activators | 330,000 compounds, 0.02% hits;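 further: potency means the concentration at half of the fitted maximal effect; 0% = DMSO controls and full agonism = EC100 isoproterenol or metaproterenol; nearly all actives have a fitted effect of over 65% in size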
Target sequence (P07550 whole entry, looked up): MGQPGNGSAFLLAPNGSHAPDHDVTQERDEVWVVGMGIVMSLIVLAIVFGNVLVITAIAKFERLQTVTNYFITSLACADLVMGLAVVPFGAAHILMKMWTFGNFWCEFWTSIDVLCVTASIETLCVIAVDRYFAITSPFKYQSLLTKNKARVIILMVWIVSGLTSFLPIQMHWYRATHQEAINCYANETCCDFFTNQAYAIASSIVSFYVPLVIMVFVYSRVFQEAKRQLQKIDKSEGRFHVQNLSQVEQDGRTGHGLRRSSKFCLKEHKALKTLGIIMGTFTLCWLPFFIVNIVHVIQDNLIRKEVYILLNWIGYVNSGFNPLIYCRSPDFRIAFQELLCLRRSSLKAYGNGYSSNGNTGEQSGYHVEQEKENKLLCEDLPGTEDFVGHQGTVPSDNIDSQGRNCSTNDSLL
A-T KAP1 phos: potential ataxia-telangiectasia treatments restoring KAP-1 phosphorylation | 320,000 compounds, 0.19% hits | […] A-T fibroblasts, KAP-1 phosphorylation AlphaLISA; neocarzinostatin DNA damage 30 min before lysis | AID 485349 | Potency, µM (doses to about 57.5 µM), without a hit: at the highest dose activation, usual class: activators; further: potency means the concentration at half of the fitted maximal effect; % of control where 0% means no effect; nearly all actives have a fitted effect of over 45% in size
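hTERT-immortalized A-T patient fibroblasts ([…]), 500 cells/well in OPTI-MEM, 1% FBS, got compounds for 60 min, then NCS for 30 min at 37C. Lysates were then assayed for phospho-KAP-1 by AlphaLISA (anti-pKAP1 donor, anti-KAP1 acceptor beads), 6 hr at 25C.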
TCR act: activators of T cell receptors; primary human leukocytes, anti-CD3, IL-2 HTRF, 48 h; Potency, µM (doses to about 9.22 µM), for the others: at the top dose activation of IL-2 secretion, hits mostly activators; 330,000 tested, under 10 active; further: % of control where 0% means no effect
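Readout: HTRF IL-2, Eu-cryptate/d2 antibody pair, 320nm excitation, 665nm emission. Stimulus: a-CD3 beads, no co-stimulation. Cells: primary human leukocytes. Exposure: 48 hr with compound.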
BRCA1 expr act: activators of BRCA1 expression; MCF7-BRCA1-FFLuc reporter, luminescence, 48 h; response scale: scaled: vehicle 0%, 10 µM genistein 100%; AID 624202; 380,000 compounds, 1.1% hits; Potency, µM (highest dose often 46.1 µM), without a hit: at the top dose activation, usual class: activators; further: potency means the concentration at half of the fitted maximal effect; nearly all actives have a fitted effect of over 80% in size; some results filed as inactive show a strong effect at the top dose
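Luminescence from a BRCA1-driven firefly luciferase in MCF7 cells was read after 48 h compound exposure at 37 C. Data normalized against DMSO and a 10microM genistein activation control, then curve-fitted across the titration.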
a7 integrin act: activates integrin-mediated alleviation for muscular dystrophy. 350,000 compounds, 0.064% hits. AID 624291. alpha7betagal myoblasts, beta-gal FDG fluorescence, 48 h. Potency, µM (top dose mostly 38.3 µM), for the others: at the highest dose activation, most hits filed as activators;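 further: potency means the concentration at half of the fitted maximal effect; 100% = response of the positive control SU9516; nearly all actives have a fitted effect of over 60% in size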
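Alpha7betagal+/- myoblasts (passage 13) were plated 16-24 hr, then exposed to compounds (1:260 dilution of DMSO stock) for 48 hours at 37C. After MPER lysis, β-galactosidase reporter activity was read as FDG fluorescence (ex 480/em 540) after 30 minutes.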
p53 reactivator: restores transcriptional activity of mutant p53. AID 504706. 320,000 compounds, 0.063% hits. H1299 p53-A138V BP100-luciferase reporter, luminescence, 24 h. Potency, µM (series often up to 92.2 µM), inactives show top-dose activity change, positive = activation, most hits filed as activators; further: potency means the concentration at half of the fitted maximal effect; % of control where 0% means no effect; nearly all actives have a fitted effect of over 45% in size
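p53-null H1299 cells stably carrying temperature-sensitive p53-A138V and a BP100-luciferase reporter were pinned with compounds (4-point, 1:5 series) and held 24 hrs at 37 deg C. Luminescence was read 10 min after detection reagent.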
ELG1 repair inh: inhibitors of ELG1-dependent DNA repair in HEK293T cells; AID 504467; Potency, µM (titrated, usually from 46.1 µM), without a hit: at the highest dose activity change, negative = inhibition, most hits filed as inhibitors; HEK293T ELG1-luciferase reporter, luminescence, 16 h; DNA damage induced by 5-fluorouridine; 330,000 compounds, 2.3% hits; further: potency means the concentration at half of the fitted maximal effect; on the % scale 0 is the no-effect control and ±100 the full control effect; nearly all actives have a fitted effect of over 55% in size
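DMSO vehicle served as the neutral condition. Each well held 2,000 cells given 5-fluorouridine plus compound; after 16 hr at 37 °C/5% CO2, ONE-Glo was added and luciferase measured 30 min later.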
Active calls of the source: *; [ ] = dose if it differs, or a comment. Unless noted, the call rests on the fitted dose curve; in most records, active means well fitted curve in the direction sought with a large enough effect; inconclusive means small, poorly fitted or top-dose-only effect, or another doubt; inactive means no such curve, though single readings can be large; an effect the other way counts as inactive or inconclusive.

COc1cc(/C=C/C(=O)O)cc(S(=O)(=O)Nc2ccccc2C(=O)NCCc2ccccc2)c1OC was read as PTAP TSG101 blk -2%, TRPV1 agonist 3, CXXC DNA block 25%, B2AR arrestin -0.1%, A-T KAP1 phos -11%, TCR act 4%, BRCA1 expr act 1%, a7 integrin act 8%, p53 reactivator 6% and ELG1 repair inh 0%.
`CCCCN(C(=O)Cn1nnc2ccccc21)C(C(=O)NCCOC)c1ccc(OC)cc1` (configuration not stated) gave PTAP TSG101 blk -1%, TRPV1 agonist 6, CXXC DNA block -2%, B2AR arrestin -0.2%, A-T KAP1 phos 2%, TCR act -3%, BRCA1 expr act -22%, a7 integrin act 3%, p53 reactivator 1% and ELG1 repair inh -1%.
`Cn1c(C(=O)c2ccncc2)cc2ccccc21` gave PTAP TSG101 blk -4%, TRPV1 agonist inconclusive, CXXC DNA block 18%, B2AR arrestin -0.5%, A-T KAP1 phos -3%, TCR act 11%, BRCA1 expr act -12%, a7 integrin act 15%, p53 reactivator 1% and ELG1 repair inh -9%.
COc1ccc(-c2noc(CNS(=O)(=O)c3ccccc3)n2)cc1 was read as PTAP TSG101 blk -6%, TRPV1 agonist 1, CXXC DNA block inconclusive, B2AR arrestin -0.4%, A-T KAP1 phos -2%, TCR act 0%, BRCA1 expr act 52%, a7 integrin act 4%, p53 reactivator 24% and ELG1 repair inh 0%.
For Cc1cccc(-n2nnnc2SCC(=O)NCC2(N3CCOCC3)CCCCC2)c1C the results were PTAP TSG101 blk -6%, TRPV1 agonist 3, B2AR arrestin -0.2%, A-T KAP1 phos 1%, TCR act -1%, BRCA1 expr act -21%, a7 integrin act 3%, p53 reactivator -5% and ELG1 repair inh inconclusive.
Screening CCOC(=O)N1CCC2(CC1)CC(=O)c1c(ccc3oc(C(=O)O)c(C)c13)O2 returned PTAP TSG101 blk -3%, TRPV1 agonist -3, CXXC DNA block -4%, B2AR arrestin 0.0%, A-T KAP1 phos 7%, TCR act 2%, BRCA1 expr act 0%, a7 integrin act 1%, p53 reactivator 9% and ELG1 repair inh 0%.
`CC(C)C1N(C(=O)CN2CCCC2)CCN1S(=O)(=O)c1ccccc1` (configuration not stated) gave PTAP TSG101 blk 1%, TRPV1 agonist 5, CXXC DNA block -1%, B2AR arrestin 0.2%, A-T KAP1 phos 1%, TCR act 2%, BRCA1 expr act 11%, a7 integrin act 17%, p53 reactivator 2% and ELG1 repair inh -5%.
CCc1nc2ccc(C(=O)NCCc3ccccc3OC)cc2nc1CC was read as PTAP TSG101 blk 0%, TRPV1 agonist -5, CXXC DNA block 4%, B2AR arrestin -0.2%, A-T KAP1 phos 5%, TCR act 12%, BRCA1 expr act 22%, a7 integrin act -18%, p53 reactivator 9% and ELG1 repair inh -9%.
For COc1ccc(N(CC(=O)Nc2cccc(N(C)S(C)(=O)=O)c2)S(C)(=O)=O)cc1OC the results were PTAP TSG101 blk -9%, TRPV1 agonist 2, CXXC DNA block 6%, B2AR arrestin 0.1%, A-T KAP1 phos 3%, TCR act 1%, BRCA1 expr act -1%, a7 integrin act 27%, p53 reactivator 1% and ELG1 repair inh -11%.
`Cc1ccc(CNC(=O)C(=O)NCC2OCCN2S(=O)(=O)c2ccc(C)cc2)cc1` (configuration not stated) gave TRPV1 agonist 1, CXXC DNA block -5%, B2AR arrestin 0.4%, A-T KAP1 phos 13%, TCR act 8%, BRCA1 expr act -26%, a7 integrin act -29%, p53 reactivator 5% and ELG1 repair inh inconclusive.
For O=C1CC(C(=O)Nc2nccs2)C(c2ccccc2)O1 (configuration not stated) the results were PTAP TSG101 blk -4%, TRPV1 agonist -1, CXXC DNA block -9%, B2AR arrestin 0.4%, A-T KAP1 phos -1%, TCR act -4%, BRCA1 expr act 5%, a7 integrin act 0%[7.66 µM], p53 reactivator -4% and ELG1 repair inh 1%.
Screening Cc1ccc(S(=O)(=O)N2CCOCC2)c(C)c1-n1cnnn1 returned PTAP TSG101 blk -3%, TRPV1 agonist -1, CXXC DNA block 2%, B2AR arrestin -0.1%, A-T KAP1 phos 8%, TCR act 4%, BRCA1 expr act -9%, a7 integrin act 27%, p53 reactivator -5% and ELG1 repair inh 9%.
For Cc1cc(C)nc(Nc2nc(=O)c3ccccc3s2)n1 the results were PTAP TSG101 blk 0%, TRPV1 agonist 1, CXXC DNA block -5%, B2AR arrestin -0.4%, A-T KAP1 phos 1%, TCR act 1%, BRCA1 expr act 65%, a7 integrin act -23%, p53 reactivator inconclusive and ELG1 repair inh inconclusive.
O=S(=O)(NCCc1csc(-c2ccccc2)n1)c1ccc2c(c1)OCCO2 was read as PTAP TSG101 blk 0%, TRPV1 agonist 13, CXXC DNA block -2%, B2AR arrestin -0.3%, A-T KAP1 phos 14%, TCR act 7%, BRCA1 expr act -20%, a7 integrin act -5%, p53 reactivator -10% and ELG1 repair inh -14%.
Screening COC(=O)c1ccc2c(=O)n(CCN3CCOCC3)c(SCC(=O)Nc3ccccc3Cl)nc2c1 returned PTAP TSG101 blk -5%, TRPV1 agonist 1, CXXC DNA block 8%, B2AR arrestin 0.1%, A-T KAP1 phos 3%, TCR act -9%, BRCA1 expr act -12%, a7 integrin act 11%, p53 reactivator -2% and ELG1 repair inh -6%.
For COc1cc(NS(=O)(=O)c2ccc(F)cc2)c(OC)cc1NC(C)=O the results were PTAP TSG101 blk 0%, TRPV1 agonist 1, CXXC DNA block 0%, B2AR arrestin 0.4%, A-T KAP1 phos 5%, TCR act -1%, BRCA1 expr act -5%, a7 integrin act 9%, p53 reactivator -2% and ELG1 repair inh 8%.
For COc1ccccc1CC(=O)Nc1ccc(NC(=O)c2cccs2)cc1 the results were PTAP TSG101 blk -2%, TRPV1 agonist 0, CXXC DNA block 5%, B2AR arrestin -0.1%, A-T KAP1 phos 3%, TCR act 1%, BRCA1 expr act 0%, a7 integrin act 11%, p53 reactivator 21% and ELG1 repair inh 28%.
For Cc1ccc(-c2noc(CN(C(=O)CCCN3C(=O)c4ccccc4C3=O)C(C)C)n2)cc1 the results were PTAP TSG101 blk -2%, TCR act 11%, BRCA1 expr act 0% and a7 integrin act 12%.
`CCN1CCN(CCNC(=O)c2cn(C(C)c3ccccc3F)nn2)CC1` (configuration not stated) gave PTAP TSG101 blk -8%, TRPV1 agonist 5, CXXC DNA block 1%, B2AR arrestin -0.4%, A-T KAP1 phos -1%, TCR act -6%, BRCA1 expr act -28%, a7 integrin act 5%, p53 reactivator 4% and ELG1 repair inh 6%.
Screening C#CCOc1ccccc1C(N)=O returned PTAP TSG101 blk 0%, TRPV1 agonist 1, CXXC DNA block 6%, B2AR arrestin 0.1%, A-T KAP1 phos -3%, TCR act 1%, BRCA1 expr act -4%, a7 integrin act 0%, p53 reactivator 0% and ELG1 repair inh 0%.
For COCCOC(=O)C1=C(C)NC(C)=C(C(=O)OCCOC)C1/C=C/c1ccccc1OC the results were PTAP TSG101 blk -1%, TRPV1 agonist 5, CXXC DNA block -9%, B2AR arrestin 0.0%, A-T KAP1 phos 0%, TCR act -6%, BRCA1 expr act -43%, a7 integrin act 14%, p53 reactivator -7% and ELG1 repair inh -13%.
For COc1cc(C(=O)N2CCNCC2)cc(OC)c1OC the results were PTAP TSG101 blk -2%, TRPV1 agonist -2, CXXC DNA block -11%, B2AR arrestin 0.5%, A-T KAP1 phos 3%, TCR act -3%, BRCA1 expr act -3%, a7 integrin act 21%, p53 reactivator 7% and ELG1 repair inh 0%.
CC(O)(C#CCN1CCCC1)c1ccccc1 (configuration not stated) was read as PTAP TSG101 blk 0%, TRPV1 agonist 0, CXXC DNA block 7%, B2AR arrestin 2.8%, A-T KAP1 phos -1%, TCR act 6%, BRCA1 expr act 9%, a7 integrin act -54%[inhibitor], p53 reactivator 1% and ELG1 repair inh 5%.
`COC(=O)[C@]1(C)N[C@H](CN(C)C(=O)c2ccc(C)cc2)[C@@H]2C(=O)N(C)C(=O)[C@@H]21` gave PTAP TSG101 blk -2%, B2AR arrestin 0.0%, A-T KAP1 phos 2%, TCR act -4%, BRCA1 expr act 12%, a7 integrin act 29%, p53 reactivator -1% and ELG1 repair inh 3%.

Reprinted from above for reference:
For COc1cc(NS(=O)(=O)c2ccc(F)cc2)c(OC)cc1NC(C)=O the results were PTAP TSG101 blk 0%, TRPV1 agonist 1, CXXC DNA block 0%, B2AR arrestin 0.4%, A-T KAP1 phos 5%, TCR act -1%, BRCA1 expr act -5%, a7 integrin act 9%, p53 reactivator -2% and ELG1 repair inh 8%.
For COc1ccccc1CC(=O)Nc1ccc(NC(=O)c2cccs2)cc1 the results were PTAP TSG101 blk -2%, TRPV1 agonist 0, CXXC DNA block 5%, B2AR arrestin -0.1%, A-T KAP1 phos 3%, TCR act 1%, BRCA1 expr act 0%, a7 integrin act 11%, p53 reactivator 21% and ELG1 repair inh 28%.

Screening data from PubChem BioAssay.
